rTrxR1 inhibitor = inhibitors of rat thioredoxin reductase 1 | AID 588453 | Potency, µM (top dose mostly 114 µM), for inactives: top-dose activity change, negative = inhibition, hits mostly inhibitors | recombinant rTrxR1, NADPH fluorescence consumption, selenite substrate | actives 1% (n = 390,000); further: potency means the concentration at half of the fitted maximal effect; on the % scale 0 is the no-effect control and ±100 the full control effect; nearly all actives have a fitted effect of over 65% in size
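Rat TrxR1 (90 nM in the dispensed reagent) was pre-reduced with 400 uM NADPH for 5 min at room temperature, then incubated with compound for 15 min. After 400 uM selenite was added, NADPH fluorescence (Ex 340/Em 450 nm) was followed for 8 min.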
IDH1 R132H inh = blocks human mutant IDH1 R132H enzyme | IDH1-R132H enzyme, NADPH consumption, diaphorase/resazurin fluorescence | O75874 | Potency, µM (top dose mostly 76.6 µM), for the others: at the highest dose activity change, negative = inhibition, actives largely listed as inhibitors | AID 602179 | actives 0.093% (n = 390,000); further: potency means the concentration at half of the fitted maximal effect; on the % scale 0 is the no-effect control and ±100 the full control effect; nearly all actives have a fitted effect of over 65% in size
Target sequence (O75874 whole entry R132H, stated change not applied): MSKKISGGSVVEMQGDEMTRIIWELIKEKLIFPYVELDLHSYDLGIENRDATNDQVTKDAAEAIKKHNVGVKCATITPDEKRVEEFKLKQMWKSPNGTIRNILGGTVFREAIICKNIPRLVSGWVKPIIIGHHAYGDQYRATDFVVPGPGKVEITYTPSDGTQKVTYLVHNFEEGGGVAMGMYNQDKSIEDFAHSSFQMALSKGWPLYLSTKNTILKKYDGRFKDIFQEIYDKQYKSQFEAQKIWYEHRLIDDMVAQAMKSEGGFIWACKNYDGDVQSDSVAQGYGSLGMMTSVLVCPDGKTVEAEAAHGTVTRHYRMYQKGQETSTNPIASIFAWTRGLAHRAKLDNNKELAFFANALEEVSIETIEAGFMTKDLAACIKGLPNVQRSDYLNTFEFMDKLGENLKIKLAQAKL
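IDH1-R132H (0.5 ug/mL) preincubated 30 min with compound, then NADPH (0.016 mM) and alpha-KG (2 mM) added; 80 min at RT, pH 7.5. Remaining NADPH coupled via diaphorase/resazurin to fluorescence (540/590 nm); concentration-response curves normalized to no-enzyme control.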
USP1-UAF1 inh = inhibitors of human USP1/UAF1 deubiquitinase | O94782 | recombinant USP1/UAF1, Ub-Rhodamine cleavage fluorescence | Potency, µM (top dose mostly 57.1 µM), inactives show at the top dose activity change, negative = inhibition, actives largely listed as inhibitors | actives 0.23% (n = 390,000); further: potency means the concentration at half of the fitted maximal effect; on the % scale 0 is the no-effect control and ±100 the full control effect; nearly all actives have a fitted effect of over 60% in size; inactives centre near -12
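1 nM enzyme complex + cpd, 15 min RT; start with Ub-Rho 150nM final; kinetic fluorescence ex 480/em 540, 6 reads q60 s. Buffer 50mM HEPES pH 7.8, 0.5mM EDTA, 0.1 mg/ml BSA, 1mM TCEP, 0.01% Tween-20.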
TRHR PAM = TRH receptor (human) allosteric enhancement; actives 0.66% (n = 360,000); TRHR cells, fluo-8 calcium fluorescence, EC20 TRH enhancement; P34981; enhancement, % at 2 µM; in the data active means enhancement above about 30%; further: 0% is about no effect
Target sequence (P34981 whole entry, looked up): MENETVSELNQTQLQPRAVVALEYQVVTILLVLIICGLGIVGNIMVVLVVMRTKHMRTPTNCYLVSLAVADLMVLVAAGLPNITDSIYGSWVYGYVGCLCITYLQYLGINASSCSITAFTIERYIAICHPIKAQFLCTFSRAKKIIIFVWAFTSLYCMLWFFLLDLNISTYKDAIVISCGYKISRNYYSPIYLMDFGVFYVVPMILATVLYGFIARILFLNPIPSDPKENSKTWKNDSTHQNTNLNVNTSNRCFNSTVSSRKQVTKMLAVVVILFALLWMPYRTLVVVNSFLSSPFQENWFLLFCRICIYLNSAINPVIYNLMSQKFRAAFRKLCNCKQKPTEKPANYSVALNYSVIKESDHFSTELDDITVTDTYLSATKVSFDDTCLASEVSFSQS
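TRHR-expressing cells loaded with fluo-8 calcium dye were read kinetically (ex 480/em 530) during compound addition, then stimulated with an EC20 of TRH (10 nM final). Enhancement of the Gq-mediated intracellular calcium response was scored.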
TRHR ag = activates the human TRH receptor; actives 0.18% (n = 360,000); TRHR cells, calcium flux fluo-8, FDSS agonist mode; AID 493084; activation, % at 2 µM; in the data active means activation above about 30%; further: 0% is about no effect
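TRHR-expressing cells, plated overnight in medium with 10% serum, were loaded with fluo-8 calcium dye at room temperature. After a 10 s baseline, library compound was pin-added and calcium release was recorded kinetically (ex 480/em 530) as agonist response.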
D2 agonist = agonists of human D2 dopamine receptor; activation, % at 2 µM; actives 0.53% (n = 340,000); P14416; HEK293 T-REx D2 cells, calcium flux agonist mode;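 active means activation over 3 SD above normal in the single-dose calcium agonist read, cut at about 30% in these data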; further: 0% is about no effect
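Agonism is scored from calcium flux in a force-coupled, inducible HEK293 cell line expressing D2, read kinetically for 180 s after compound addition against dopamine controls.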
D2 antag = D2 dopamine receptor (human) antagonism; HEK293 TREx D2 cells, calcium flux, dopamine EC80; actives 2% (n = 340,000); inhibition, % at 10 µM; AID 485344; P14416; in the data active means inhibition above about 30%; further: 0% is about no effect
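Antagonism is scored as inhibition of an EC80 dopamine-evoked calcium signal in a force-coupled, tetracycline-inducible HEK293 T-REx D2 line, with compound present 180 s before agonist.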
TrxR1 substrate = is turned over as a substrate by rat TrxR1; Potency, µM (doses to about 114 µM), for the others: top-dose activity change, negative = substrate turnover; actives 0.01% (n = 390,000); AID 588456; O89049; purified TrxR1 substrate turnover, NADPH consumption readout; further: potency means the concentration at half of the fitted maximal effect; on the % scale 0 is the no-effect control and ±100 the full control effect; nearly all actives have a fitted effect of over 50% in size
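Rat TrxR1, dispensed at 90 nM, was prereduced with 400 uM NADPH (final) for 5 min at ~22 deg C, then incubated with compound 15 min before 400 uM selenite. A first-read NADPH fluorescence drop versus no-compound background flagged substrates.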
PI4K2A inh = inhibitors of human PI4K2A; Q9BTU6; purified PI4K2A, ADP-Glo luminescence, 1 h; hits give low values; activity change, negative = inhibition, % at 76.9 µM; actives 0.13% (n = 420,000); AID 1346378; in the data active means activity change below about -50%; inconclusive means mostly about -30% to -49%;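 further: -100% = wells without enzyme as full effect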
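In this quantitative HTS, ADP production by PI4K2A was quantified luminescently after 1 h at ambient temperature; 100 microM adenosine served as plate-quality control.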
Starred values were filed as active, the others as inactive; ? = inconclusive; · = no result given; & = joins results of further samples; [ ] = dose if it differs, or a comment. Unless noted, the call rests on the fitted dose curve; in most records, active means well fitted inhibition curve with a large enough effect; inconclusive means small, poorly fitted or top-dose-only effect; inactive means no such curve, though single readings can be large or run the other way.

Below each SMILES – rTrxR1 inhibitor	IDH1 R132H inh	USP1-UAF1 inh	TRHR PAM	TRHR ag	D2 agonist	D2 antag	TrxR1 substrate	PI4K2A inh
Cc1cc(NC(=O)CSc2nnc(C3COc4ccccc4O3)o2)no1 (centres undefined)
    16%[57.1 µM]	7%	-19%	-2	-0.4	-0.3	9	-5%[57.1 µM]	1
COc1cccc(NC(=O)C(NCC2CCCCC2)c2ccccc2)c1 (centres undefined)
    11%	-1%	3%	2	-0.4	0.3	14	-3%	7
COc1ccccc1C(=O)NCCC(=O)OCC(=O)Nc1ccc(S(N)(=O)=O)cc1
    2%	12%	-22%	6	0.1	0.3	10	-2%	-1
O=C(COC(=O)c1ccccc1Nc1ccccc1)c1ccccc1
    18%	0%	-10%	1	0.7	0.8	-1	2%	4
O=C(Nc1cccc(C(F)(F)F)c1)C(=O)N1CCCCC1
    -7%	-14%	0%	-7	-0.1	0.0	4	-9%	-1
CC(Sc1nc(N)cc(=O)[nH]1)C(=O)Nc1cccc(Cl)c1 (centres undefined)
    7%	6%	-16%	-2	-0.6	-1.1	-7	-5%	3
O=C(CNc1ccccc1F)Nc1cccc2ccccc12
    -36%	7%	2%	0	-0.1	-0.9	-6	-13%	-5
CC(=O)Nc1ccc(NC(=O)C(C)OC(=O)c2cccc(S(=O)(=O)N3CCCCCC3)c2)cc1 (centres undefined)
    6%	-12%	1%	2	0.4	0.2	-4	2%	6
O=C1c2ccsc2SCCN1Cc1cccc(F)c1
    8%[57.1 µM]	7%	-7%	-8	-1.3	-1.0	-15	7%[57.1 µM]	-3
CCN1CCN(c2ccc(S(=O)(=O)N3CCOCC3)cc2NC(=O)CCC(C)C)CC1
    23%[57.1 µM]	1%	-1%	18	-1.9	-3.0	-3	9%[57.1 µM]	-2
Cc1cccc(Cn2c(CN3CCCC(C)C3)nc3c2c(=O)n(C)c(=O)n3C)c1 (centres undefined)
    7%	10%	-27%	2	-0.1	0.3	·	0%	2
C=CCN1C(=O)CSc2ccc(C(=O)N3CCC(C)CC3)cc21
    16%	1%	-9%	4	-0.3	0.5	-12	8%[57.1 µM]	7
COc1cccc(-c2ncc3ccccc3c2COC(=O)N(C)C)c1
    -3%	-3%	-24%	-2	-0.5	-1.1	1	-2%	0
CCOc1ccc(OCCC(=O)Nc2ccc(F)cc2C)cc1
    0%[57.1 µM]	13%	-12%	13	0.2	-0.5	-9	-3%[57.1 µM]	-7
COn1c(=O)c(-c2ccc(C)cc2)[n+]([O-])c2ccccc21
    11%	-2%	-4%	6	0.5	0.3	-3	-2%	-3
Cc1ccc(-c2noc(CCC(=O)Nc3cccc(C#N)c3)n2)cc1
    14%[57.1 µM]	3%	-7%	-1	-0.4	-0.5	-20	-16%	-1
NC(=O)NCCc1ccccc1
    21%	0%	-19%	1	0.3	0.8	11	6%	-2
CC(=O)N(Cc1cc(=O)[nH]c2ccccc12)c1ccc(C)cc1C
    14%	-4%	-18%	4	-2.5	-2.5	5	4%	3
Cc1ccc(/C=N/c2sc3c(c2C#N)CCC3)o1
    5%[57.1 µM]	3%	-22%	-3	0.2	2.5	9	5%[57.1 µM]	-1
COc1cc(C(CCN2CCOCC2)c2c(OC)cc(OC)c3c2OC(=O)CC3c2ccc(N(C)C)cc2)cc(OC)c1OC (centres undefined)
    11%&-13%	0%	-25%	20	-0.1	-0.3	18	-2%&-3%	-3
CC(=O)Nc1ccc(C2C(=O)c3ccccc3C2=O)cc1
    5%[57.1 µM]	1%	-15%	0	0.6	-0.4	-7	3%[57.1 µM]	2
COc1ccc(-n2cc(CNCC3CC(=O)N(C4CC4)C3)c(-c3ccccc3Cl)n2)cc1 (centres undefined)
    ?	-2%	-11%	8	0.9	2.7	-16	-8%	-2
CSc1nsc(SC)c1NC(=O)OCC1CCCO1 (centres undefined)
    -3%	6%	-8%	3	-0.4	-0.3	13	-4%	-3
CCn1cc(CNC(=O)CC2C(=O)NCCN2CC(c2ccccc2)c2ccccc2)cn1 (centres undefined)
    -5%	2%	-11%	15	1.1	-1.7	-5	-2%	-1
COc1ccc(S(=O)(=O)NCc2cccnc2)cc1NC(=O)c1ccccc1C
    -15%	-7%	-13%	·	·	·	·	2%	-5
CC(=O)c1ccccc1C(=O)N1CCCC(CNC(=O)c2ccccc2Cl)C1 (centres undefined)
    7%	-8%	-25%	-3	-0.3	0.1	9	-3%	7
COC(=O)c1nnn(CC(=O)Nc2cccc(Cl)c2)c1C(=O)OC
    4%	-1%	-17%	0	0.9	0.3	5	2%	-2
Cc1nc(N2CCN(c3ccccn3)CC2)c2c(C)c(C(=O)Nc3ccc(Cl)cc3)sc2n1
    54%[activator]	1%	-11%	-4	1.3	0.9	6	33%[activator]	0
Cc1cccc2c(SCC(=O)NCC3CCCO3)nc(-c3ccc(F)cc3)nc12 (centres undefined)
    20%	0%	0%	6	0.0	-0.1	8	4%	-1
CCOC(=O)c1c(/N=C/N(C)C)sc2c1CCC2
    -10%	5%	-17%	-1	-0.2	-0.4	-7	-7%	6
CC(C)(O)C#Cc1ccc(C(=O)NC2CCCCC2)s1
    15%[57.1 µM]	2%	-12%	1	0.1	-0.3	13	-6%	1
c1nc(N2CCCCCC2)c2[nH]cnc2n1
    8%	13%	-13%	2	0.4	1.3	-7	4%	-23
Cc1cc(F)ccc1Oc1cc(NN2CCCCC2)c([N+](=O)[O-])cc1[N+](=O)[O-]
    5%	5%	-29%	-5	0.0	-0.4	30*	-4%	-2
Cc1ccc(-c2nnn(CC(=O)N(c3ccccc3)C(C(=O)NCC3CCCO3)c3ccc(F)cc3)n2)o1 (centres undefined)
    1%	-4%	-10%	3	0.2	0.0	20	-7%	3
CC(C)(C)c1ccc(C(=O)NCC(=O)N/N=C/c2ccccc2OCC(=O)O)cc1
    13%	0%	-19%	3	-0.6	·	·	2%	-4
CCOC(=O)C1CCN(CC(=O)c2ccc(O)c(C)c2O)CC1
    -5%	3%	-11%	-12	2.5	0.7	-3	-2%	7
Cc1ccn2c(Nc3ccc4c(c3)OCO4)c(-c3ccccn3)nc2c1
    11%[57.1 µM]	3%	?	-3	-0.2	1.1	-18	6%[57.1 µM]	-3
CCCn1c(C)cc(C(=O)COc2ccc(-c3nnco3)cc2)c1C
    7%[57.1 µM]	6%	-10%	-5	-1.0	·	·	1%[57.1 µM]	-5
O=C(Cc1cccs1)NNC(=S)NC(=O)c1ccco1
    -1%[57.1 µM]	3%	-15%	-2	0.0	-0.4	-4	8%[57.1 µM]	-14
CCOc1ccc(C(=O)NCC(=O)OCc2cc(C(C)=O)ccc2OC)cc1
    ?	18%	-10%	-9	1.2	1.0	-15	12%[57.1 µM]	3

Part of the list above in a different format:
molecule: c1nc(N2CCCCCC2)c2[nH]cnc2n1
  rTrxR1 inhibitor: 8%
  IDH1 R132H inh: 13%
  USP1-UAF1 inh: -13%
  TRHR PAM: 2
  TRHR ag: 0.4
  D2 agonist: 1.3
  D2 antag: -7
  TrxR1 substrate: 4%
  PI4K2A inh: -23
molecule: Cc1cc(F)ccc1Oc1cc(NN2CCCCC2)c([N+](=O)[O-])cc1[N+](=O)[O-]
  rTrxR1 inhibitor: 5%
  IDH1 R132H inh: 5%
  USP1-UAF1 inh: -29%
  TRHR PAM: -5
  TRHR ag: 0.0
  D2 agonist: -0.4
  D2 antag: 30*
  TrxR1 substrate: -4%
  PI4K2A inh: -2

Remaining list, next part
Below each SMILES – rTrxR1 inhibitor	IDH1 R132H inh	USP1-UAF1 inh	TRHR PAM	TRHR ag	D2 agonist	D2 antag	TrxR1 substrate	PI4K2A inh
CC(C)(C)NS(=O)(=O)c1ccc2nc(NC(=O)c3ccc(N4C(=O)CCC4=O)cc3)sc2c1
    17%	-2%	-23%	4	0.5	1.9	16	1%	1
CCOC(=O)COc1ccccc1C(=O)c1cnn(-c2ccccc2)c1
    -5%	2%	5%	-6	1.0	2.9	25	-5%	0
COc1ccc(CC(=O)NCC(c2ccc(Cl)cc2)N2CCOCC2)cc1 (centres undefined)
    29%	4%	-33%	-2	0.4	1.8	·	0%	-2
O=c1c2ccccc2sn1-c1ccc(S(=O)(=O)N2CCCC2)cc1
    50%&45%[activator]	-1%	-16%	6	-0.5	-0.8	0	3%&-2%	-2
N#Cc1ccc(/C=C/C(=O)c2ccccc2)cc1
    ?	9%	-9%	-12	-1.8	-1.6	-10	8%[57.1 µM]	7
CCOC(=O)/C=c1/s/c(=C\c2c(OC)ccc3ccccc23)c(=O)n1CC(=O)NCC1CCCO1 (centres undefined)
    0%[11.4 µM]	2%	?	·	·	·	·	-8%[57.1 µM]	-4
Cc1ccc(NC(=O)C(Cc2ccccc2)NS(=O)(=O)c2ccc3c(c2)oc(=O)n3C)c(Cl)c1 (centres undefined)
    -4%	-14%	11%	-6	-0.3	-0.6	·	-5%	-2
CC(=O)NNC1=Nc2ccccc2N(C)C(C)C1 (centres undefined)
    -8%	8%	7%	-1	-0.3	1.1	2	-9%	2
COc1ccc(C(=O)/C=C2\Sc3ccccc3N2C)cc1
    23%	31%[activator]	-8%	0	-0.9	-0.8	41*	5%	-13
CC(=O)Nc1ccc(S(=O)(=O)N2CCC(C(=O)NC3CCCC3)CC2)cc1
    8%	7%	-20%	15	0.5	0.0	-7	5%	-3
FC(F)(F)c1cccc(NC(=S)N2CCCCCC2)c1
    5%	-1%	-20%	2	-1.1	-1.7	-17	-3%	-1
Cc1cc(-c2n[nH]c(=S)n2Cc2ccco2)n(C)n1
    ?	1%	-2%	11	1.4	1.0	-3	-7%	-7
O=C(NC(=S)N1CCN(c2nc(-c3ccccc3)cs2)CC1)c1cccnc1
    ?	0%	-5%	-17	0.0	-0.2	-10	-12%	2
O=C(CSc1nnnn1-c1ccc2c(c1)CCC2)Nc1ccc2c(c1)OCCO2
    14%[57.1 µM]	0%	-15%	15	0.0	0.5	-17	-2%[57.1 µM]	4
C(=N\n1cnnc1)/c1cn(-c2cccs2)nc1-c1ccccc1
    -2%	2%	-16%	10	-0.3	0.7	-4	15%	-2
C/C(=N\O)c1cc(Cl)ccc1O
    18%	1%	-4%	1	0.0	0.1	-7	6%	6

Screening results as filed in PubChem BioAssay.
